Wnt act = Wnt/beta-catenin pathway activation; Wnt/beta-catenin reporter cell assay, activator, plate reader; hit rate 1.2% among 300,000; activation, % at 9.35 µM; in the data active = activation above about 30%, passing the limit was not always enough;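 note: 0% = neutral control wells and 100% = positive control wells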
HTR5A inv ctr = inverse agonist of human HTR5A in OPRM1-OPRD1 counter-screen. HTR5A cell line, luminescence, inverse agonism. inhibition, % at 9.3 µM. hit rate 0.083% among 340,000. AID 504634; in the data active = inhibition mostly above about 23%, no sharp cut-off; inactive = mostly below about 18%;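 note: 0% = cells with DMSO and 100% = no-cell wells with DMSO; some compounds called inactive have numbers as strong as hits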
V-ATPase pH = regulators of yeast V-ATPase proton transport; AID 504577; response, % at 10 µM; S. cerevisiae, pHLuorin cytosolic pH fluorescence; hit rate 0.37% among 350,000; in the data active = response mostly above about 7.3%, no sharp cut-off; inactive = mostly below about 5.4%; note: actives read high; inactives centre near 0; some compounds called inactive have numbers as strong as hits; reference of the scale not given here
NSD2 HMT inh = NSD2 (human) methyltransferase inhibition; O96028; NSD2 peptide methylation, AlphaScreen, 120 min; inhibition, % at 12.5 µM; hit rate 0.54% among 310,000; AID 743445; in the data active = inhibition above about 50%
SR-BI HDL uptake = inhibitors of mouse SR-BI mediated HDL lipid uptake | Q61009 | ldlA[mSR-BI] CHO cells, DiI-HDL uptake fluorescence, 3 h | inhibition, % at 12.5 µM | hit rate 0.96% among 320,000 | AID 488896;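 active = mean replicate inhibition of at least 70% and a set share of replicates each scoring 70 or more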;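 note: 0% = median of neutral control wells and 100% = median of positive control wells; values of inactives mirror those of a sister screen read the other way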
MITF act = MITF TRPM1 promoter activation in melanoma cells. SK-MEL-5 TRPM1-promoter luciferase, 24 h; % of positive control, neutral wells = 0. activation, % at 12.5 µM. hit rate 0.75% among 300,000. AID 588334;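 active = mean activation of at least 80% with every replicate also reaching 80%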;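 note: 0% = neutral control wells and 100% = parthenolide positive control wells; values of inactives mirror those of a sister screen read the other way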
dFosB activator = activators of mouse delta FosB homodimer | purified delta FosB, TAMRA-CDK5 oligo fluorescence polarization; percent of positive-control signal above neutral wells | activation, % at 25 µM | hit rate 0.99% among 340,000 | AID 493131;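 active = mean activation above about 17%, with every replicate also reaching it, limit read from the data, passing the limit was not always enough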;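 note: fluorescence polarization rise as delta FosB binds a TAMRA Cdk5 AP-1 oligo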
Target sequence (P13346 whole entry, looked up): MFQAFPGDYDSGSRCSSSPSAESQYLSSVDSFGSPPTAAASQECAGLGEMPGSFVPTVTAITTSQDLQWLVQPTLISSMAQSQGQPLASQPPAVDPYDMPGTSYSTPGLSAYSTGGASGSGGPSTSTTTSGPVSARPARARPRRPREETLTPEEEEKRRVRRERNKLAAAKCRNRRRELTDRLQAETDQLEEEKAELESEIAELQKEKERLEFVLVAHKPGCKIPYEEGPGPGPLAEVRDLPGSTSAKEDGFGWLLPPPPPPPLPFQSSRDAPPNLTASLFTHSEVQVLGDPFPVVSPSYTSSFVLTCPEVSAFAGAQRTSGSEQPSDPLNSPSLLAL
HTR5A ag = activates human HTR5A in OPRM1-OPRD1 agonist counter-screen; P47898; HTR5A agonist assay, luminescence, cell-based; hit rate 0.61% among 340,000; AID 504692; activation, % at 9.3 µM; in the data active = activation mostly above about 9.5%, no sharp cut-off; inactive = mostly below about 7.6%;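 note: 0% = cells with vehicle only and 100% = reference agonist; strong numbers were not always called active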
CDK5 p35 inh = blocks human CDK5/p35 kinase activity. AID 488839. Recombinant CDK5/p35, ADP-Glo luminescence, 60 min. inhibition, % at 10 µM. hit rate 0.01% among 330,000;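 active = highest replicate inhibition of at least 50% and at least 75% of replicates reaching 50%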;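 note: plate controls were DMSO neutral control for no effect and GW8510 at 10 µM for full effect; many of its hits are not listed in these tables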
Target sequence (Q00535 whole entry, looked up): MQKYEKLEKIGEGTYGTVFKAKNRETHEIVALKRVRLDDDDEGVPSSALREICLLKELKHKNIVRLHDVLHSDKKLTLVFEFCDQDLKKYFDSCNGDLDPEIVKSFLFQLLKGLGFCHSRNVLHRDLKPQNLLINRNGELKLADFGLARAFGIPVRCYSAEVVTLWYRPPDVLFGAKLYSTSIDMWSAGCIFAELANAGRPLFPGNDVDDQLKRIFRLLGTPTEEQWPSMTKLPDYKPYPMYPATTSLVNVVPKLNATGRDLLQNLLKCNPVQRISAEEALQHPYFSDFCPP
Target sequence (Q15078 whole entry, looked up): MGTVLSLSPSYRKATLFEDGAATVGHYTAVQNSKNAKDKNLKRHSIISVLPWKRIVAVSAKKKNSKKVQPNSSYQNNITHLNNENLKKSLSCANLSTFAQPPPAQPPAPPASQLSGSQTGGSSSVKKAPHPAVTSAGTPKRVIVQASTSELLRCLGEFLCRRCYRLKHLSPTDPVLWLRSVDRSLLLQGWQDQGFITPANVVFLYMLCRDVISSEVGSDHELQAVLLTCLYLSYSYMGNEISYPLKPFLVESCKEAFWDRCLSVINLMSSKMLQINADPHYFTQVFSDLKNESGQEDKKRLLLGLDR
PvdQ acylase = P. aeruginosa PvdQ acylase inhibition; purified PvdQ acylase, fluorescence plate reader; inhibition, % at 10 µM; hit rate 0.063% among 340,000; in the data active = inhibition above about 30%, passing the limit was not always enough;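 note: 0% = vehicle neutral wells and 100% = reference inhibitor wells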
Starred values were filed as active, the others as inactive; · = not tested or not shown.

SMILES | Wnt act | HTR5A inv ctr | V-ATPase pH | NSD2 HMT inh | SR-BI HDL uptake | MITF act | dFosB activator | HTR5A ag | CDK5 p35 inh | PvdQ acylase
COc1cccc(-c2cccc(NC(=O)C3CCN(Cc4ccc(C)o4)CC3)c2)c1 | -3.6 | 2.0 | -0.1 | 8.4 | -3.4 | -2.0 | -9.1 | 6.7 | 0.1 | -10.0
CCOC(=O)C1=C(C)N(CCCC(=O)O)C(=O)NC1c1cccs1 (centres undefined) | 0.0 | -3.9 | -1.0 | · | -14.4 | -2.9 | 5.0 | -1.0 | -0.7 | -15.9
O=C(Oc1ccc(Cl)c(Cl)c1)C1=CC=CN2CCS(=O)(=O)N=C12 | -3.6 | 11.8 | 2.5 | -2.4 | -24.3 | 14.8 | -0.4 | 2.7 | -0.5 | -7.6
COc1c(S(=O)(=O)n2nc(C)cc2C)ccc(Cl)c1Cl | 0.8 | 5.6 | 0.2 | 4.8 | 8.9 | · | -2.3 | 2.5 | -2.8 | -10.9
O=C(COC(=O)c1nc(Cl)ccc1Cl)Nc1ccc(Cl)cn1 | -0.5 | -7.9 | -1.1 | -0.1 | -7.7 | -26.6 | -12.4 | 1.4 | 5.1 | 0.7
CCCCOC(=O)CCc1n[nH]c(=O)[nH]c1=O | · | -6.1 | 2.6 | 0.0 | 10.0 | -10.3 | 4.7 | 2.1 | 0.9 | -15.5
Cc1ccc(C(=O)N2CCN(S(=O)(=O)c3cc(Br)ccc3Br)CC2)o1 | 0.5 | -25.3 | 0.8 | -0.8 | 11.1 | -3.1 | -11.4 | 1.4 | 0.5 | -16.9
O=S(=O)(Nc1ccc(S(=O)(=O)N2CCCC2)cc1)c1ccc(F)cc1 | 2.2 | -6.9 | 3.9 | 0.2 | -20.0 | -0.6 | -3.2 | 0.6 | 0.0 | -6.1
Cc1ccc(CC(CC(=O)NCCc2ccc3c(c2)OCO3)C(=O)O)cc1 (centres undefined) | -1.0 | -4.2 | 1.6 | -0.8 | -26.5 | · | -3.5 | 0.1 | -0.8 | -16.2
COc1cc(C)ccc1OCC(=O)Nc1ccccc1N1CCOCC1 | 5.4 | 7.8 | -6.0 | -0.9 | 38.7 | -4.9 | -1.8 | 4.1 | -0.5 | -4.1
CC(C)OCCCN(CC(O)c1ccccc1)CC(O)c1ccccc1 (centres undefined) | 3.0 | -12.2 | -2.9 | -0.1 | -22.8 | -2.4 | -5.6 | -4.4 | 1.0 | 5.6
COc1ccccc1C(=O)Nc1ccc(Br)c2cccnc12 | -1.2 | -7.6 | -4.2 | -3.8 | 43.9 | · | -1.5 | 2.0 | 0.1 | 1.8
O=C(c1ccc(Cl)s1)N1CCCC(N2CCN(c3ccc(F)cc3)CC2)C1 (centres undefined) | -3.4 | -14.4 | 2.5 | 7.5 | -1.5 | 11.3 | -6.6 | -1.5 | 0.2 | -2.6
CCCCOc1ccc(C(=O)Nc2ccncc2)cc1 | · | -23.3 | 1.1 | -2.4 | 13.5 | 15.9 | -12.4 | 4.6 | 0.1 | -5.9
O=S1(=O)CCN(OCc2ccc(F)cc2Cl)CC1 | -1.5 | -3.2 | -2.7 | -2.0 | -12.2 | 14.7 | -1.6 | -5.4 | -1.5 | 4.7
S=c1[nH]ncn1/N=C/c1cccc(Oc2ccccc2)c1 | 1.7 | -2.1 | 0.9 | 13.0 | -6.0 | 5.6 | -8.3 | -0.3 | 2.7 | -11.6
Cc1ccc(CN2CCN(/N=C/c3ccc(C(F)(F)F)cc3)CC2)c(C)c1 | -2.3 | 15.0 | 3.9 | 1.4 | -5.1 | 7.6 | -2.4 | 1.8 | 0.3 | -4.3
CCn1c(SCC(=O)Nc2cccc(C)n2)nnc1-c1ccco1 | -4.0 | 6.2 | -0.8 | -4.3 | 2.9 | 6.5 | -8.3 | 2.1 | 1.1 | -5.3
NNS(=O)(=O)c1ccc(Cc2ncc(C(F)(F)F)cc2Cl)s1 | · | -24.2 | -2.2 | · | 6.2 | 9.5 | 1.8 | -1.6 | 0.9 | -18.0
C=CCn1c2ccccc2c2n[nH]c(=S)nc21 | 0.2 | 8.8 | -0.4 | 17.1 | -12.4 | · | 7.4 | -2.6 | 3.2 | 7.3
Cn1c(=O)c2ccccc2n(CC(=O)NC2CCCCC2)c1=O | -2.3 | -4.5 | 0.8 | 0.7 | · | 1.9 | 3.4 | 1.6 | 3.1 | 9.5
COc1cccc(/C=C2\SC(=S)N(C(C(=O)O)c3ccccc3)C2=O)c1OC (centres undefined) | 29.0 | -0.7 | 1.2 | 2.8 | -26.8 | 9.6 | -1.4 | 0.2 | -0.1 | -2.2
O=C(Oc1c(-c2ccccc2)c(=O)n2c3c(cccc13)CC2)c1ccc(Cl)cc1 | 0.4 | 1.5 | -3.0 | -7.5 | 5.2 | · | -9.9 | -0.1 | 0.6 | -10.3
Cc1cc(C)c2c(C)c(C(=O)NCc3ccncc3)oc2c1 | · | 1.0 | 6.9 | 37.3 | 20.9 | · | -5.4 | 0.1 | 1.7 | -14.2
CCOC(=O)C1=C(c2ccccc2)N=C2SCC(=O)N2C1c1cccc(OC)c1 (centres undefined) | · | -18.9 | 3.6 | 1.4 | -17.3 | 0.8 | -7.3 | 7.3 | -0.3 | -8.4

Ordered by the number under PvdQ acylase (high to low): some entries from above.
compound | PvdQ acylase
C=CCn1c2ccccc2c2n[nH]c(=S)nc21 | 7.3
Cc1cc(C)c2c(C)c(C(=O)NCc3ccncc3)oc2c1 | -14.2
CCOC(=O)C1=C(C)N(CCCC(=O)O)C(=O)NC1c1cccs1 (centres undefined) | -15.9

(further entries)
SMILES | Wnt act | HTR5A inv ctr | V-ATPase pH | NSD2 HMT inh | SR-BI HDL uptake | MITF act | dFosB activator | HTR5A ag | CDK5 p35 inh | PvdQ acylase
COc1ccc(-c2csc(N(CCCN(C)C)C(=O)c3ccc(Br)cc3)n2)cc1 | -6.3 | -7.6 | -9.8 | 12.2 | 15.4 | 18.5 | 10.4 | 2.7 | -2.0 | -6.3
COC(=O)CSc1nnc(-c2ccc(S(=O)(=O)N3CCC(C)CC3)cc2)o1 | -7.2 | -4.9 | -3.1 | -0.2 | -34.9 | · | 3.8 | 2.6 | -0.5 | 2.2
CCc1nn(CC(=O)N2CCCCCC2)c(=O)c2cc3ccccc3n12 | -2.1 | 11.4 | 13.1* | -1.2 | 0.5 | -0.3 | -8.2 | 1.0 | -0.5 | 3.2
CCOC(=O)C1=C(COC(=O)CNC(=O)c2ccccc2F)NC(=O)NC1C (centres undefined) | -1.9 | -20.8 | 3.8 | -1.7 | -9.7 | 4.7 | 3.0 | 8.0 | 0.6 | 1.0
O=C(/C=C/Sc1ncn[nH]1)c1ccc(Cl)cc1 | -13.5 | 12.2 | -0.2 | 3.9 | -21.7 | -88.8 | -6.6 | -3.8 | 1.7 | 2.7
CC(=O)N1CCN(C(=O)COC(=O)/C=C/c2ccc(C(F)(F)F)cc2)CC1 | 1.7 | 22.4 | -0.9 | -2.6 | -2.6 | · | -5.1 | 14.0* | -3.4 | -3.9
CC(C)COP(=O)(c1ccc(N(C)C)cc1)C(O)c1ccc(Br)cc1 (centres undefined) | -2.2 | 4.5 | -1.2 | 2.3 | 1.7 | 2.2 | -11.2 | -1.2 | -1.6 | -2.7
COc1ccc(/C=C/c2nnc(NC(=O)CSc3ccc(C)cc3)s2)cc1 | 26.7 | -7.7 | -0.1 | -0.2 | · | 12.9 | -0.3 | 4.5 | -0.5 | -11.0
COc1ccc2c(c1)nc(SCC(=O)C(C)(C)C)n2C | -0.3 | -9.6 | 0.3 | 0.9 | 12.5 | 21.0 | -7.9 | 3.7 | 0.9 | 7.0
COc1cc(C(=O)NCCC(=O)NCc2c(F)cc(F)cc2F)cc(OC)c1OC | -0.8 | 8.6 | 1.7 | -1.6 | -27.2 | 10.4 | -9.3 | 0.8 | -1.4 | -8.0
COc1ccc(CC(=O)NCC2CCCN(Cc3ccccc3Cl)C2)cc1 (centres undefined) | 1.6 | 12.1 | -4.8 | -0.6 | 12.2 | · | 0.3 | -3.5 | -3.0 | -12.9
Cn1c(CNC(=O)CNC(=O)Cc2ccc(Cl)cc2)cc(=O)n(C)c1=O | -1.4 | -6.2 | 0.9 | -1.4 | -2.3 | 2.6 | 0.5 | -2.2 | 0.1 | -7.2
O=C(NNC(=O)c1cc(-c2ccc(Cl)cc2Cl)nc2ccccc12)Nc1ccccc1 | · | 1.5 | -3.2 | 1.6 | 11.3 | -8.6 | 12.0 | 0.0 | -1.1 | -1.4
COc1ccc2cc(C(N)=O)/c(=N\NC(=O)c3ccccc3)oc2c1 | 6.3 | 9.1 | -4.3 | -3.5 | 28.4 | -34.4 | -8.8 | -2.5 | 0.4 | 0.9
CCOC(=O)C1(CC2CC2)CCN(Cc2cn[nH]c2-c2cccc(F)c2)CC1 | 0.8 | -4.7 | 1.5 | 2.8 | -11.1 | 4.3 | -6.4 | -2.9 | -0.9 | -9.5
Cn1cc(CN2CCC(C(=O)Nc3cccc(-c4cccc(F)c4)c3)CC2)cn1 | -1.1 | -1.9 | 4.7 | 6.6 | -3.8 | 14.2 | -6.6 | 0.5 | 0.6 | -12.7
CCN1CCN(CC(=O)c2cc(Cl)ccc2Cl)CC1 | -0.9 | 6.4 | -0.4 | 16.2 | -16.9 | 7.6 | -0.3 | -2.3 | 1.7 | 1.4
Cc1cccc(OCCCC(=O)Nc2ccc(S(=O)(=O)Nc3onc(C)c3C)cc2)c1 | · | -11.5 | -0.5 | -1.1 | -15.9 | 12.4 | -3.9 | 4.5 | 2.2 | -14.0
Cc1cc(C)n2nc(C(=O)Nc3ccc(S(=O)(=O)N4CCCCC4)cc3)nc2n1 | -0.6 | -14.1 | -1.1 | -1.1 | 3.8 | 3.5 | -5.6 | 3.6 | 0.4 | 3.7
CCS(=O)(=O)NCc1cn2c(C)csc2n1 | · | -18.4 | 1.7 | 18.4 | -22.2 | -2.4 | 1.7 | 7.6 | 1.0 | -4.0
CCN(CC)Cc1cc(Nc2c3ccccc3nc3c4ccccc4n(C)c23)cc(CN(CC)CC)c1O | -1.4 | -6.6 | -4.7 | · | -11.7 | -78.5 | 65.6* | 1.7 | 0.6 | 3.4
CC1(C)c2ccccc2N(CC(N)=O)C12C=Cc1ccccc1O2 (centres undefined) | -0.1 | 5.8 | 2.5 | 5.5 | 11.5 | · | 12.3 | -0.8 | 0.1 | -6.0
CCN(CC(=O)Nc1ccc2c(c1)OCCO2)Cc1cc(=O)oc2c(C)c(C)ccc12 | 0.4 | 21.0 | -1.8 | 15.7 | -1.7 | -0.1 | -15.6 | -1.0 | 1.1 | -5.6
CCCCNc1cc(=O)n(C)c(=O)n1C | · | -7.7 | 2.6 | 2.1 | -38.7 | 1.0 | -6.1 | 1.8 | 2.8 | -9.5
CC(=O)NC1=C(C#N)C(c2ccccc2)c2c(ccc3ccccc23)O1 (centres undefined) | -1.0 | -19.6 | -1.1 | 1.7 | -4.0 | 6.1 | -17.3 | 0.9 | -1.0 | -6.0
Cc1ccc(C2CC(c3cccs3)=NN2C(=O)CSc2nc(=O)n3ccc(C)cc3n2)cc1 (centres undefined) | -4.5 | 15.0 | -1.5 | -1.1 | 14.8 | -0.5 | -16.6 | -6.0 | -1.9 | -7.6
